# Bioassay records deposited in PubChem BioAssay by The Scripps Research Institute Molecular Screening Center.
# ADAM17 inh: ADAM17 inhibitors, primary screen, biochemical, QFRET; AID 720648, 2013; actives 0.83% (n = 370,000); inhibition, % at 6.95 µM; Disintegrin and metalloproteinase domain-containing protein 17 (Homo sapiens), P78536; recombinant ADAM17, EDANS/DABCYL FRET peptide cleavage;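 active = inhibition above the mean of compounds lying between control limits plus 3 SD, set per campaign, cut at about 8.5% in these data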;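 also: 0% = DMSO-only wells as the low control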
# DDE Tn6 FP inh: inhibitors of Tn6 peptide binding to fibrin DD(E), primary screen, biochemical, fluorescence polarization, human fibrin, Tn6 probe; Fibrinogen beta chain (Homo sapiens), P02675; Fibrin DD(E) TRITC-Tn6 fluorescence polarization displacement; inhibition, % at 8.3 µM; actives 0.21% (n = 370,000);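 active = inhibition above a per-campaign cutoff: mean of compounds within control limits plus 3 SD, cut at about 15% in these data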;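 also: 0% = median of all compound wells on the plate and 100% = blocking peptide control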
# DDE Tn7 FP inh: inhibitors of Tn7 peptide binding to fibrin DD(E), primary screen, biochemical, fluorescence polarization, human fibrin, Tn7 probe; Fibrinogen beta chain (Homo sapiens), P02675; FP displacement of FITC-Tn7 peptide from fibrin DD(E); 0% = median of compound wells per plate; inhibition, % at 8.3 µM; actives 0.13% (n = 370,000);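 active = inhibition above the mean of compounds falling within the control limits plus 3 SD of them, cut at about 14% in these data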;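 also: 0% = plate median of compound wells and 100% = 10 µM Aha-Tn7 peptide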
#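 Test system: human clot-derived fibrin DD(E) complex / Quantity: 2 µM final DD(E) protein / Incubation: 10 min plus 3 h, room temperature / Measured by: fluorescence polarization / Benchmarks: high control of 10 µM Aha-Tn7 peptide / Replicates: singlicate testing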
# SIAE primary: human SIAE inhibitors, primary screen, biochemical, fluorescence polarization, FP-Rh probe, 1536-well HTS | actives 0.69% (n = 370,000) | Sialate O-acetylesterase (Homo sapiens), Q9HAT2 | SIAE FP-Rh probe binding | inhibition, % at 9.66 µM;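 active = inhibition above a cutoff: mean of compounds within the control limits plus 3 SD of those, cut at about 17% in these data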;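 also: 0% = plate median of compound wells and 100% = probe without SIAE protein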
# Target sequence (Q9HAT2 whole entry, looked up): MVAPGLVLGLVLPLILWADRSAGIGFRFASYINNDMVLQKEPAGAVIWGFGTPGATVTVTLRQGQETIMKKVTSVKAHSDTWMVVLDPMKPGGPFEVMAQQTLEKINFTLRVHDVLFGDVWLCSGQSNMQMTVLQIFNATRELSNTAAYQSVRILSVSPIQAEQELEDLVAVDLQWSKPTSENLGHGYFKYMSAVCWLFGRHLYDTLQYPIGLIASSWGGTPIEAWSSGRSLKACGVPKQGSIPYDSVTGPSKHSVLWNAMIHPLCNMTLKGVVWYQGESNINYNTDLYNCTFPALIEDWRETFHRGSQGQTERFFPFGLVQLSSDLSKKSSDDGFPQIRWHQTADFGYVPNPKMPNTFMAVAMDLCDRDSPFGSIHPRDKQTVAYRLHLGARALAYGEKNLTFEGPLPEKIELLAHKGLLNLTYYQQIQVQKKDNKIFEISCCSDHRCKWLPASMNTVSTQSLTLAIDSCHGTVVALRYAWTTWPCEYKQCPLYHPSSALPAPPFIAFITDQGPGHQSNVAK
# PLCg1 inh: PLC-gamma1 enzyme inhibitors, primary screen, biochemical, fluorescence, purified enzyme; 1-phosphatidylinositol 4,5-bisphosphate phosphodiesterase gamma-1 (Homo sapiens), P19174; fluorogenic substrate; inhibition, % at 12.2 µM; actives 0.84% (n = 370,000); AID 720700, 2013; in the data active = inhibition above about 9.5%
# PLCb3 inh: human PLC-beta3 inhibitors, primary screen, biochemical, fluorescence. actives 0.18% (n = 370,000). inhibition, % at 12.2 µM. 1-phosphatidylinositol 4,5-bisphosphate phosphodiesterase beta-3 (Homo sapiens), Q01970. Purified PLC-beta3, fluorogenic substrate; in the data active = inhibition above about 11%;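 also: 0% = median of compound wells on plate and 100% = full blocker control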
# ADAM10 inh: human ADAM10 inhibitors, primary screen, biochemical, QFRET, HTS | recombinant ADAM10, EDANS/DABCYL FRET peptide cleavage, 3 h | inhibition, % at 7 µM | actives 0.62% (n = 370,000) | AID 720582, 2013;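 active = inhibition above a per-campaign cutoff equal to the mean of compounds falling between control-based bounds plus 3 SD, cut at about 20% in these data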;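 also: 0% = DMSO wells while the 100% control is not disclosed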
# ARFGAP1 inhibitor: inhibitors of rat ARFGAP1 GAP activity, primary screen, biochemical, fluorescence polarization, GDP tracer; ADP-ribosylation factor GTPase-activating protein 1 (Rattus norvegicus), Q62848; Arfgap1-stimulated ARF1 GTP hydrolysis, GDP FP detection; inhibition, % at 16.5 µM; actives 0.26% (n = 360,000); AID 651572, 2012;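 active = inhibition above a per-plate limit, mean inhibition of low control wells plus 3 SD, cut at about 25% in these data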;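 also: 0% = DMSO wells with enzyme and 100% = wells lacking Arfgap1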
# Target sequence (Q62848 1-136 limits assumed): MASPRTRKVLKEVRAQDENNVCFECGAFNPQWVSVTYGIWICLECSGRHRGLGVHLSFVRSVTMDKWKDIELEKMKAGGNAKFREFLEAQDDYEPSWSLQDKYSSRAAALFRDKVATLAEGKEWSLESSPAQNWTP
#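 Assay system: Rat Arfgap1 GAP domain (His6, aa 1-136), purified enzyme | Buffer or medium: HEPES 25 mM pH 7.5, NaCl 150 mM, MgCl2, DTT | Schedule: GTP hydrolysis reaction 2 h at 25 °C | Signal: FP of antibody-bound GDP Alexa 633 tracer, ex 620/em 688 nm | Measure: Percent inhibition of Arfgap1-stimulated GTP hydrolysis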
# TDP2 inh: human TDP2 enzyme inhibitors, primary screen, biochemical, epi absorbance, recombinant enzyme | Tyrosyl-DNA phosphodiesterase 2 (Homo sapiens), O95551 | T5PNP hydrolysis, p-nitrophenol absorbance 415 nm | inhibition, % at 12.8 µM | actives 0.34% (n = 370,000);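 active = inhibition above the mean of all tested compounds plus 3 SD, set per campaign, cut at about 25% in these data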;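 also: 0% = DMSO with enzyme and 100% = buffer with substrate but no TDP2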
#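 Material: recombinant human TDP2; quantity: TDP2 enzyme at 120 nM final; medium: Tris-HCl pH 7.5 with MgCl2; compound: single concentration, 12.8 µM nominal, with 1% DMSO; incubation: 2 h enzyme incubation at 37 °C; signal: epi absorbance; measure: percent inhibition; benchmarks: high control without enzyme, low control DMSO plus TDP2; repeats: singlicate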
# ASAP1 inh: inhibitors of human ASAP1 ArfGAP activity, primary screen, biochemical, fluorescence polarization; inhibition, % at 16.5 µM; actives 0.19% (n = 360,000); ASAP1-stimulated ARF1 GTP hydrolysis, GDP FP detection; AID 624377, 2012; Arf-GAP with SH3 domain, ANK repeat and PH domain-containing protein 1 (Homo sapiens), …; in the data active = inhibition above about 25%;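 also: 0% = vehicle with enzyme and substrate and 100% = no enzyme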
# Target sequence (Q9ULH1 325-724 limits assumed): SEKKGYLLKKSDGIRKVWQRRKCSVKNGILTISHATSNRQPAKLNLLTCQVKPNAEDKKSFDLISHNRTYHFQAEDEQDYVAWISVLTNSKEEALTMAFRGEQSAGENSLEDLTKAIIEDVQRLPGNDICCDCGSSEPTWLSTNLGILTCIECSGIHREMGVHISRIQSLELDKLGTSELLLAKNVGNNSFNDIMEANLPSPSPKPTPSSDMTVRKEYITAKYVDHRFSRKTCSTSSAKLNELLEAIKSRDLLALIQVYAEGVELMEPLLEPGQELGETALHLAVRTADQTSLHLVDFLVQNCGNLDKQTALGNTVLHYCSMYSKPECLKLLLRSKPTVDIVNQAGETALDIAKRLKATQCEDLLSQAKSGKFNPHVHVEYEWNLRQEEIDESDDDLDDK
# * = called active by the depositor; i = inactive; · = not tested or not shown. Not a hit list; 3.6% or so of the library scored in one or more.
# Order of results: ADAM17 inh	DDE Tn6 FP inh	DDE Tn7 FP inh	SIAE primary	PLCg1 inh	PLCb3 inh	ADAM10 inh	ARFGAP1 inhibitor	TDP2 inh	ASAP1 inh
O=C(COC(=O)c1ccc2ccccc2c1)Nc1ncc(C(F)(F)F)cc1Cl
    -2	-2	5	1	-4	-4	-6	6	-8	6
O=C(CCCN1CCOCC1)c1ccc2c(c1)OCCO2
    -5	-2	-5	4	-2	-3	-5	-11	3	8
O=C(/C=C/c1cccs1)N1CCN(Cc2ccc3c(c2)OCO3)CC1
    1	3	-7	-4	0	2	5	-15	-9	-6
O=S(=O)(c1ccc(Cl)cc1)N1CCN=C1SCc1ccc(Cl)c(Cl)c1
    -2	10	-1	-3	1	2	-3	4	5	2
COC(=O)/C(C#N)=C/c1c(N2CCN(c3ccccc3)CC2)nc2ccccn2c1=O
    -15	5	2	-1	-44	-67	-33	6	-7	-13
CNc1cncc(-c2ccc(F)cc2F)n1
    i	4	-7	1	-457	i	i	10	-8	7
O=C(NCc1cccnc1)c1ccc(-c2ccccc2[N+](=O)[O-])o1
    0	-1	-3	-6	-4	-5	-9	11	1	12
CC(=O)c1ccc(-c2ccccc2OC(F)(F)F)o1
    1	0	-2	7	2	0	1	-3	-16	-6
CSc1cccc(NC(=O)/C=C/c2ccccc2)c1
    4	0	-1	-9	0	1	10	2	-2	12
CC(NC(=O)c1cccnc1Sc1ccccc1)c1ccc(S(N)(=O)=O)cc1 (stereo not drawn)
    0	-6	-5	-7	-2	-5	-5	-9	0	17
CCOC(=O)C(c1ccccc1)C(Nc1cc(C(F)(F)F)cc(C(F)(F)F)c1)c1ccccn1 (stereo not drawn)
    0	10	4	-8	3	-3	1	-8	15	-5
CC(=O)Nc1cc(-c2ccc(C(=O)N3CCOCC3)cc2)cn2c(-c3ccc(F)c(Cl)c3)cnc12
    -4	-7	-2	-1	-36	-48	-27	3	3	10
COc1ccc(-c2noc(N3CCCC(C(=O)Nc4ccccc4F)C3)n2)cc1 (stereo not drawn)
    2	4	-2	-7	0	2	-3	-6	1	-8
O=C(O)C1CCN(c2nc(-c3ccccc3)nc3c2oc2ccccc23)CC1
    2	-2	-4	-15	1	2	2	-2	-1	-11
O=C(CCc1nc(-c2ccccc2)no1)Nc1cc(C(F)(F)F)ccc1Cl
    0	-4	-2	-6	5	3	4	-1	-10	4
CC(=O)N1CC=C2C(C#N)=C(N)C(C#N)(C#N)[C@H](c3ccoc3)[C@H]2C1
    -48	5	0	2	-80	-124	-139	-6	7	10
CN(C(=O)CCn1nnc(-c2cccs2)n1)C1CCCCC1
    0	8	4	-5	0	-2	3	·	-2	·
COc1ccc(CCNCC(O)COc2cccc(C)c2)cc1OC (stereo not drawn)
    1	4	0	-2	-2	2	-1	·	-5	·
COc1ccccc1C(=O)Nc1ccc(C(=O)Nc2ccccc2C(=O)O)cc1
    -4	-1	5	-88	-14	-31	-10	-4	1	-6
Cc1ccc2[nH]c3c(=O)n(CC(=O)NCCc4ccc(Cl)cc4)ncc3c2c1
    -3	-3	5	-2	2	0	-13	-3	14	1
O=S(=O)(c1cccc(-c2nnc3n2CCCCC3)c1)N1CCCC1
    -5	2	-8	-2	0	-7	1	6	14	0
O=C(NCC(c1cccs1)N1CCOCC1)c1ccc(Cl)s1 (stereo not drawn)
    -4	-2	1	-2	-2	-1	-4	11	-1	3
CC(=O)n1cc(N(C(=O)CCl)c2ccc(C)cc2)c2ccccc21
    -6	2	-2	-4	-5	-16	-12	8	7	10
COc1ccccc1/C=C/CN1CCC(Oc2cc(C(=O)NC3CC3)ccc2OC)CC1
    2	6	-2	6	1	-7	-2	-1	-19	7
CCN1C(=O)N(CN2CCOCC2)C2C1N(CN1CCOCC1)C(=O)N2CC (stereo not drawn)
    2	-8	-1	8	3	4	-2	-20	-9	-4
CSCCC1NC2(C(=O)Nc3ccc(Cl)cc32)[C@@H]2C(=O)N(C3CCCC3)C(=O)[C@H]12 (stereo partly drawn)
    4	6	-5	3	4	5	12	10	-4	8
O=C(O)c1ccc(/C=N/NC(=S)NC2CCCCC2)cc1
    -4	3	-3	1	-2	0	-13	-1	-3	-6
CN(C)c1nc(N(C)C)nc(N(C#N)CCOc2ccccc2)n1
    3	-9	-1	-5	-1	1	11	1	-9	-2
Cc1ccc(N2CCN(S(=O)(=O)c3ccc(C)cc3)CC2)cc1
    0	-10	3	-4	1	-3	3	13	3	4
Nn1c(SCC(=O)NC(=O)NC2CCCC2)nnc1-c1ccccc1F
    -3	4	2	3	0	0	3	6	6	4
O=C(NCc1ccccc1CN1CCOCC1)c1ccc(-n2cccn2)cc1
    -5	2	1	4	-2	-5	-7	6	9	-10
CCN(C(=O)c1ccc(S(=O)(=O)N2CCC(C)CC2)cc1)C1CCS(=O)(=O)C1 (stereo not drawn)
    -3	-2	4	4	2	-6	-5	6	6	5
O=C(O)c1cccc(-n2cccc2/C=C2\NC(=O)N(Cc3ccc(F)cc3)C2=O)c1
    -3	6	4	2	-1	-2	-4	-8	5	0
CC(=O)NC1=C(N(C)C2CCS(=O)(=O)C2)C(=O)c2ccccc2C1=O (stereo not drawn)
    -5	-5	-4	-2	-10	-12	-12	5	11	-1
Cc1ccc(CSc2nncn2-c2ccccn2)cc1
    1	-1	3	-4	4	3	2	-14	5	-8
CN(CCc1ccccc1)C(=O)c1ccc(NC(=O)Cc2ccc(NC(=O)C3CCN(S(=O)(=O)c4cccc([N+](=O)[O-])c4)CC3)cc2)cc1
    7	-6	-5	-40	2	-1	16	3	-10	6
COc1ccc(/C=N/N=C2/NC(=O)CC(C(=O)O)S2)cc1 (stereo not drawn)
    -1	-3	0	-1	-22	-30	-2	3	6	-8
CC(=O)Nc1ccc(NC(=O)CSc2nnc(CNc3ccc(F)cc3)n2CC2CCCO2)cc1 (stereo not drawn)
    -3	6	-2	8	2	0	-4	-4	1	-6
CC(=O)Nc1nnc(SCC(=O)NC(C)(C)C)s1
    0	-1	1	21*	-1	2	-9	3	0	12
CCn1c2ccccc2c2cc(NC(=O)c3cc(C)on3)ccc21
    4	-1	-4	9	-5	-14	6	-4	-7	-3
CCN1CCSc2ccc(C(=O)Nc3ccc(NC(C)=O)cc3)cc21
    -30	3	-4	4	-201	-210	-111	1	4	6
Cc1cnc([N+](=O)[O-])n1CCOC(=O)NC(=O)c1cccc(F)c1
    0	2	-5	10	1	-3	1	5	-11	-6
CC(=O)N1N=C(c2ccco2)CC1c1cc2cc(C)ccc2nc1Cl (stereo not drawn)
    4	-1	2	5	1	-2	6	-2	4	4
CCOC(=O)CCCNC(=O)COC(=O)c1cc2ccccc2cc1O
    -4	2	1	1	-73	-92	-10	0	-6	-4
CCc1nc2ccc(C(=O)NCCCn3ccnc3)cn2c1N(C)CCCc1ccccc1
    1	-11	-2	3	-1	-7	0	3	7	12
CCn1cc(/C=C(\NC(=O)c2cc(OC)c(OC)c(OC)c2)C(=O)NCCCN2CCOCC2)c2ccccc21
    -1	9	-5	4	-1	-9	0	-12	-2	-12
C[C@H]1COC(=O)[C@H](CC(=O)OC(C)(C)C)C/C=C\C[C@@H](CC(=O)NCCO)C(=O)N1
    -5	2	1	8	-3	-2	3	7	3	19
Cc1ccccc1C(=O)NNC(=O)Cc1ccccc1
    0	1	-3	3	5	4	12	-1	-7	-7
COc1ccc(C2=Nn3c(nnc3-c3cc(C)[nH]n3)SC2)cc1
    2	5	-4	2	3	-4	8	3	-1	10
COC(=O)c1cc2c(c3c4cc(OC)ccc4n(S(=O)(=O)c4ccc(OC)cc4)c13)C(=O)N(Cc1ccccc1OC)C2
    -3	-1	-2	-11	-23	-34	-10	-2	7	6

# New compounds follow.
# Order of results: ADAM17 inh	DDE Tn6 FP inh	DDE Tn7 FP inh	SIAE primary	PLCg1 inh	PLCb3 inh	ADAM10 inh	ARFGAP1 inhibitor	TDP2 inh	ASAP1 inh
CNC(=O)C[C@@H]1C(=O)N(Cc2ccccc2)CC1(C)C
    2	1	-5	-1	2	3	-15	-7	-3	-10
O=[N+]([O-])c1ccc(N/N=C/c2ccc[nH]2)cc1
    3	-10	-3	18*	-5	-5	7	9	-2	1
O=C(CCNC(=O)c1ccccc1)Nc1nc2ccccc2s1
    0	-6	-5	6	-2	-8	-4	-4	6	5
COc1ccc(C(=O)Nc2ccc(N3CCCC3)cc2)cc1
    -2	-10	1	12	-10	-7	19	25*	-14	10
Cc1ccc(SCC(=O)OCC(=O)NC(C)c2ccc(F)cc2)cc1 (stereo not drawn)
    -4	5	12	1	-3	-3	-13	-5	-5	-6
Cc1ccc(S(=O)(=O)N(C)CC(=O)NNC(=O)CCS(=O)(=O)c2ccccc2)cc1
    3	9	3	9	0	1	-3	0	-1	3
CC1=CC2=NC(=O)/C(=C\c3cn(C)c4ccccc34)C(=N)N2O1
    -1	2	7	-9	-3	0	-8	-21	0	-7
COc1cc(OC)c(NC(=O)CCNC(=O)Cn2cnc3ccccc3c2=O)cc1Cl
    -3	5	-5	-4	-15	-2	1	3	10	11
O=S(=O)(Nc1ccccc1Br)c1cccs1
    4	4	6	8	8	3	-12	-5	-5	13
O=C(NCc1ccc2c(c1)OCO2)c1cccc([N+](=O)[O-])c1
    0	2	1	-7	5	5	5	8	-10	5
COc1ccc(NS(=O)(=O)c2cc(NC(=O)C3CCCCC3)ccc2N2CCOCC2)cc1
    1	-6	5	2	1	-7	-2	14	-2	-4
